# Apaf1 inhib = inhibitors of human Apaf-1 apoptosome, primary screen, biochemical, DEVD-Rh110 fluorescence, uHTS; reconstituted apoptosome caspase-3 activity; Apoptotic protease-activating factor 1 (Homo sapiens), O14727; inhibition, % at 20 µM; 330,000 compounds, 0.71% hits; active = inhibition of at least 40% at 20 µM;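 note: plate controls were DMSO wells for no effect and DEVD-CHO caspase inhibitor wells for full effect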
#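 Material: cell-free apoptosome with Apaf-1, procaspase-3 and caspase-9; Buffer or medium: Hepes pH 7.5 with detergent and BSA; Reagent: cytochrome c trigger plus (Z-DEVD)2-Rh110 caspase-3 substrate; Times: compound with Apaf-1, dATP, procaspase-3 30 min, then 50 min reaction, room temperature; Technique: Rh110 fluorescence intensity.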
# SENP1 inh = human SENP1 catalytic domain inhibitors, primary screen, biochemical, FRET, uHTS; inhibition, % at 10 µM; Sentrin-specific protease 1 (Homo sapiens), Q9P0U3; recombinant SENP1 catalytic domain, CyPet-SUMO1-YPet FRET cleavage; 360,000 compounds, 0.21% hits;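 active = inhibition at least 30% at 10 µM, raw YFP signal under a set limit, fluorescence ratio 0.5 to 1.5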;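 note: 0% = enzyme with DMSO and 100% = no enzyme wells; some results filed as inactive read as strong as hits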
#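 Material: hSENP1 catalytic domain, recombinant; medium: Tris pH 8 with BME, BSA, NP40 and catalase; compound: single concentration of 10 µM compound, 0.5% DMSO final; technique: FRET read of cyan and yellow fluorescence; timing: 50 min enzyme reaction, room temperature, light-protected; reagent: SFCypet-SUMO1-SFYpet substrate at 25 nM; control set: no-enzyme low, enzyme-DMSO high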
# PfG6PD inh = PfG6PD enzyme inhibitors, primary screen, biochemical, fluorescence intensity, uHTS; PfGluPho enzyme, NADPH resazurin-diaphorase fluorescence; inhibition, % at 20 µM; 350,000 compounds, 0.78% hits;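 active = inhibition reaching at least a set limit at 20 µM in the primary screen, cut at about 59% in these data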;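 note: 0% = DMSO wells with substrate and 100% = DMSO wells lacking glucose-6-phosphate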
# SENP6 inh = SENP6 protease inhibitors, primary screen, biochemical, luminescence, uHTS | inhibition, % at 10 µM | Recombinant SENP6 catalytic domain, aminoluciferin luminescence | 330,000 compounds, 1.8% hits | Sentrin-specific protease 6 (Homo sapiens), Q9GZR1;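 active = inhibition above about 50% at the single tested dose, limit read from the data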;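 note: plate controls were DMSO wells with enzyme for no effect and DMSO wells lacking enzyme for full effect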
# SENP8 block-1 = human SENP8 protease inhibitors, primary screen, biochemical, fluorescence, Nedd8 protein substrate, uHTS; recombinant SENP8; 360,000 compounds, 0.64% hits; inhibition, % at 20 µM; Sentrin-specific protease 8 (Homo sapiens), Q96LD8; AID 602440, 2012; in the data active = inhibition mostly above about 40%, no sharp cut-off; inactive = mostly below about 27%
# HKDC1 inh = HKDC1 hexokinase inhibitors, primary screen, biochemical, fluorescence, uHTS | Q2TB90 | recombinant HKDC1, G6PDH/diaphorase resazurin coupled fluorescence | inhibition, % at 20 µM | 340,000 compounds, 0.16% hits | AID 493160, 2011;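 active = inhibition above about 35% when tested at 20 µM, limit read from the data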;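 note: plate controls were DMSO wells with enzyme for no effect and DMSO wells lacking enzyme for full effect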
#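 Test system: recombinant HKDC1 (HK5) hexokinase enzyme, produced in-house; Amount: enzyme 5 µg/mL final; Buffer or medium: Tris pH 8.0 buffer with MgCl2, Tween-20, BSA, BME; Reagent: glucose and ATP substrates; Doses: 20 µM test compound, 1% DMSO; Incubation: 90 min reaction incubation at room temperature, dark; Detection: resorufin fluorescence at 613 nm.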
# SENP8 block-2 = SENP8 protease inhibitors, primary screen, biochemical, luminescence; Sentrin-specific protease 8 (Homo sapiens), Q96LD8; purified SENP8, Z-RLRGG-aminoluciferin cleavage; inhibition, % at 10 µM; 330,000 compounds, 1.2% hits; AID 2540, 2010; in the data active = inhibition above about 50%
# SENP7 inh = SENP7 protease inhibitors, primary screen, biochemical, luminescence, uHTS; Sentrin-specific protease 7 (Homo sapiens), Q9BQF6; recombinant SENP7, Z-RLRGG-aminoluciferin luminescence, 40 min; inhibition, % at 5 µM; 330,000 compounds, 1.5% hits;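 active = inhibition above about 50% at the single test dose, limit read from the data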;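 note: plate controls were DMSO with enzyme for no effect and no enzyme buffer wells for full effect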
# The depositor's hits bear a star; . = no result given. No enrichment for hits; about 3.6% have a hit in one of these screens.
SMILES,Apaf1 inhib,SENP1 inh,PfG6PD inh,SENP6 inh,SENP8 block-1,HKDC1 inh,SENP8 block-2,SENP7 inh
CCc1ccnc(NC(=O)NS(=O)(=O)c2ccc(C)cc2)c1,-14,2,-1,-3,22,-4,5,0
Cc1c(NC(=O)c2cc(-c3ccco3)on2)c(=O)n(-c2ccccc2)n1C,-16,1,-8,11,7,-8,-1,8
O=C(NCc1ccccc1)C(c1cccnc1)N(C(=O)c1ccccn1)c1ccccc1F (configuration not stated),1,1,-3,-17,2,-7,-3,-4
CC[C@@H]1C=C(C(=O)O)[C@H](c2ccc(OC)c(OC)c2)N1S(=O)(=O)c1ccc(C)cc1,-10,-2,-2,-2,-2,-5,3,8
Cc1cccc(C(=O)OC(C)CN2CCOCC2)c1 (configuration not stated),2,0,6,0,13,-3,-2,11
Cc1ccccc1CSCC(=O)NC(=O)NC(C)(C)C,-3,4,15,-15,9,-3,-5,-12
COC(=O)c1cc2ccccc2oc1=O,3,1,8,2,-96,4,-1,2
COc1cc(C(=O)OCC(=O)Nc2cc(C)on2)ccc1OCc1ccccc1Cl,3,3,-9,11,17,-2,2,2
COc1ccc(C2C(C(=O)N3CCCC3)c3cc(OC)c(OC)cc3C(=O)N2C)cc1 (configuration not stated),-1,4,-4,-15,21,-3,-10,1
O=c1[nH]c(CCC2CCCC2)nc2ccccc12,-3,3,14,-2,7,-2,1,4
CCOc1c(OC)cccc1C(=O)NCC1(c2ccccc2)CCCC1,18,0,-3,-13,15,-3,3,2
Cc1ccccc1NS(=O)(=O)c1cc(C(=O)NCc2ccncc2)ccc1Cl,10,1,-27,-5,2,5,-5,8
COc1ccc(-c2nc3ccc([N+](=O)[O-])cc3[nH]2)cc1,.,0,110*,.,13,-4,.,.
CN(Cc1nc2ccccc2c(=O)[nH]1)C(=O)c1ccccc1OCc1ccc(Cl)cc1,10,2,34,-19,2,1,-6,4
CCOc1ccc(S(=O)(=O)NCCC(=O)N2CCN(c3ncccn3)CC2)cc1,-9,-1,7,-5,-20,-5,4,3
CC(=O)Nc1ccccc1NC(=O)C/C(C)=N/NC(=O)C(=O)N1CCCCC1,-9,2,8,-17,14,-11,3,7
COc1cccc(-c2ccc(NC(=O)C3CCCN(Cc4ccc(CO)o4)C3)cc2)c1 (configuration not stated),2,1,5,-7,8,0,3,-6
CCCCOC(=O)CCc1c(C)n[nH]c1C,-2,-1,8,-4,-2,-7,-4,3
Cc1c(Cl)cccc1NC(=S)NNc1ncc(C(F)(F)F)cc1Cl,-4,2,-6,-9,-4,-14,-9,-12
O=C(O)C1CC(=O)N(c2ccc(Br)cc2)C1 (configuration not stated),4,-1,-2,3,16,1,-1,0
CC12CCC3C(CCC4CC(O)CCC43C)C1CC(O)C2 (configuration not stated),.,1,-19,.,-6,-1,.,.
Cc1cc(C)c(-c2csc(NC(=O)C3=COCCO3)n2)c(C)c1,16,1,-3,-8,1,7,3,0
OC(COCC1COc2ccccc2O1)CN1CCN(c2ccc(F)cc2)CC1 (configuration not stated),0,1,9,-9,17,-14,-3,0
CC(C)COc1ccc(C(=O)Nc2sc3c(c2C(=O)O)CC(C)(C)OC3)cc1,10,1,-9,30,-373,-2,28,-1
COc1cc2c(c(OC)c1OC)-c1c(cc(OC)c(OC)c1OC)C[C@](C)(O)[C@@H](C)C2,-4,3,11,1,8,-8,3,-4
# The listing continues:
SMILES,Apaf1 inhib,SENP1 inh,PfG6PD inh,SENP6 inh,SENP8 block-1,HKDC1 inh,SENP8 block-2,SENP7 inh
N#CC1=C(c2ccc(-c3ccccc3)cc2)COC1=O,3,-18,0,32,-244,-4,17,1
O=C1CC(Sc2ccc(Cl)cc2)C(=O)N1Cc1ccncc1 (configuration not stated),-7,1,15,-8,16,1,-15,-6
CN(C)CC(O)COc1ccc(-c2ccc(C#N)cc2)cc1 (configuration not stated),3,.,.,-36,.,.,-2,10
Cc1ccc(/C=N/N2CCN(c3ccc(Cl)cc3)CC2)o1,1,-1,26,-7,22,-2,-6,-2
COc1ccc(Nc2cc(C)nc(-n3nc(C)cc3C)n2)cc1,-9,-1,17,-21,6,-2,-2,-3
N#CC[C@H](Cc1ccccc1)N1CCN(Cc2ccccc2)CCC1=O,-3,0,-6,-9,5,0,5,3
Cc1nn(CC(=O)NCCc2ccco2)c(=O)c2nn(-c3ccccc3)c(C)c12,1,-2,-5,-3,1,-2,3,3
CCN(c1ccccc1)S(=O)(=O)c1ccc(NC(=S)NC(=O)c2ccc(Br)o2)cc1,23,-8,-14,-20,-38,8,-10,-7
CCOC(=O)N1CCN(C(=O)CN(c2ccccc2OC)S(=O)(=O)c2ccc(C)cc2)CC1,-26,2,-8,-8,6,11,2,-1
COc1ccc(C)cc1N(C(=O)c1cccc(F)c1)c1nc2ccccc2s1,15,0,-10,-11,14,17,-14,-5
O=C(N[C@@H](Cc1ccccc1)C(=O)Nc1ccc(F)cc1)C1CCNCC1,3,2,-6,-6,12,-5,-5,-9
COC(C/C=C/C(=O)[C@H](C)OCc1ccccc1)OC,0,2,-6,-16,12,3,-3,2
COc1ccc(OCC(=O)Nc2nc3cc4c(cc3s2)OCCO4)cc1,-1,-3,11,-18,5,-2,-21,-10
Cc1onc(-c2ccccc2)c1C(=O)NNC(=O)c1ccccc1Br,3,0,-21,-12,18,2,2,8
CCOC(=O)c1cccc(NC(=O)COC)c1,-6,1,-16,-9,28,-4,1,-2
O=C(C1CCCN(S(=O)(=O)c2ccc(F)cc2)C1)N1CCCC1 (configuration not stated),-1,2,6,-9,34,2,-5,-1
CCCOc1ccc(/C=N\NC(=O)CCc2n[nH]c(=O)[nH]c2=O)cc1OC,4,1,-15,-20,10,14,-1,-7
Cc1nc(NC(=O)c2ccccc2)sc1-c1csc(NCCc2ccccc2)n1,13,-8,11,63*,-31,2,30,57*
Nc1cccnc1-n1nc(C(F)(F)F)cc1C(F)(F)F,-7,1,-13,3,-16,-2,0,2
O=C(CCCN1C(=O)c2ccccc2C1=O)Nc1ccccn1,0,-1,-11,9,10,-4,-4,3
CC(C)(C)NC(=O)NC(=O)CN1CCN(c2ccccc2)CC1,-4,3,11,3,4,-8,5,1
NC(=O)c1ncn([C@@H]2O[C@H](CNCc3cc(Br)ccc3OCc3ccccc3)[C@@H](O)[C@H]2O)n1,.,-1,8,.,15,-5,.,.
C/C(=N\Nc1nccnc1Cl)c1ccc(Cl)c(Cl)c1,3,2,-10,43,-11,-5,-4,6
Cc1cccc(Oc2ccc(NS(=O)(=O)c3ccc(C)c(C(=O)O)c3)cc2)c1,-8,4,-6,-18,0,3,-1,-4
Cc1nnsc1Sc1ccccn1,4,2,-13,6,8,0,2,2
# (next part)
SMILES,Apaf1 inhib,SENP1 inh,PfG6PD inh,SENP6 inh,SENP8 block-1,HKDC1 inh,SENP8 block-2,SENP7 inh
CN(C)S(=O)(=O)c1cccc(COC(=O)c2cccnc2Cl)c1,-1,1,7,2,3,-1,8,4
COC(=O)c1sc(C(C)(C)C)cc1CSc1ccccc1,16,0,4,-11,16,7,-6,10
Cc1cc(Cl)ccc1Oc1nc(-c2ccccc2)ncc1S(C)(=O)=O,6,1,-26,-19,28,-8,9,3
O=C(c1cc(COc2ccc(F)cc2Cl)on1)N1CCCC(OCc2cccnc2)C1 (configuration not stated),4,0,3,-8,4,-3,-4,-7
CN1N=C(c2ccc(Cl)cc2)CC(c2ccc(Cl)cc2)C1=O (configuration not stated),18,-39,-20,2,10,4,-14,-8
COc1ccc(S(N)(=O)=O)cc1C(=O)NCCCN1CCN(c2ccc(C)cc2)CC1,10,0,-24,-8,22,-5,7,4
Cc1ccc(C(=O)N2CCc3ccccc32)cc1,-1,4,-1,11,12,-6,0,0
COc1ccc(C(=O)NCc2ccccc2)cc1Br,-2,-2,16,-13,11,-6,-10,-14
CCOC(=O)C1=C(C)N(CCCC(=O)O)C(=O)NC1c1ccc(Cl)cc1Cl (configuration not stated),-4,2,-10,0,13,1,-6,-3
Cc1ccc(-c2nnn(CC(=O)N(c3ccccc3F)C(C(=O)NC3CCCC3)c3ccco3)n2)o1 (configuration not stated),4,3,-5,-8,21,-3,6,4
CSCC[C@H](NC(=O)c1ccc2c(c1)OCO2)c1nnc2ccccn12,8,-1,-7,-7,15,-5,-6,-12
COc1ccc(C(=O)OCC(=O)NC(C)CCc2ccccc2)c(OC)c1 (configuration not stated),12,1,-9,-19,14,2,-6,6
COCC(=O)N1CCC(Oc2ccc(C(=O)N(C)Cc3nccs3)cc2)CC1,4,1,3,0,-5,0,4,0
CC1CN(S(=O)(=O)c2ccccc2)C(C)CN1S(=O)(=O)c1ccccc1 (configuration not stated),.,1,-5,.,17,-5,.,.
Cc1ccccc1OCCSc1nnc(-c2cccnc2)n1N,-9,-2,-2,-9,21,-1,-7,2
COc1ccccc1Nc1nc(N)nc(CSc2nccc(C)n2)n1,1,-1,5,-14,5,-3,0,-3
CCC(=O)Nc1cccc(C2=NOC3(C2)C[C@@H](C(N)=O)N(C(=O)CC(c2ccccc2)c2ccccc2)C3)c1 (some centres not stated),10,0,-9,-12,14,7,-11,8
CC(C)NC(=O)C1(O)c2ccccc2NC(=O)N1c1ccc(Cl)c(Cl)c1 (configuration not stated),2,1,-7,-22,15,-5,-4,-11
COc1cc2c(cc1OC)-c1cc(NCc3ccccn3)nc(=O)n1CC2,5,-11,17,-26,-424,59*,1,5
Nc1scc[n+]1Cc1cccc2cccnc12,-13,2,10,-3,18,-11,-11,4
O=C(Cc1ccccc1)NNC(=S)NC(=O)c1cccnc1,-2,2,-10,-12,16,-4,-1,1
O=C(O)C1C2C=CC3(CN(CC(O)COc4ccccc4)C(=O)C13)O2 (configuration not stated),10,-1,13,-24,31,-5,-11,-11
CCOc1ccc(/C=C2\SC(=S)N(NC(=O)c3ccncc3)C2=O)cc1OC,-2,11,-26,1,23,1,3,5
NC(=O)c1cc(C(=O)Cc2ccccc2)c[nH]1,0,2,-12,-6,18,0,2,9
Cc1ccc2c(c1)c1c3n2CC(=C2C(=O)OC(C)(C)OC2=O)NC3CCC1 (configuration not stated),6,-26,-6,5,-161,-9,-7,1
CCOc1ccc(CCNC(=O)CN2C(=O)COc3ccc(S(=O)(=O)N4CCOCC4)cc32)cc1,1,0,7,5,-3,-9,2,6

# 3 entries from above, sorted by length of the SMILES, low to high:
SMILES,Apaf1 inhib,SENP1 inh,PfG6PD inh,SENP6 inh,SENP8 block-1,HKDC1 inh,SENP8 block-2,SENP7 inh
Cc1cccc(C(=O)OC(C)CN2CCOCC2)c1 (configuration not stated),2,0,6,0,13,-3,-2,11
CN(C)S(=O)(=O)c1cccc(COC(=O)c2cccnc2Cl)c1,-1,1,7,2,3,-1,8,4
CCC(=O)Nc1cccc(C2=NOC3(C2)C[C@@H](C(N)=O)N(C(=O)CC(c2ccccc2)c2ccccc2)C3)c1 (some centres not stated),10,0,-9,-12,14,7,-11,8

# Screens deposited in PubChem BioAssay by Sanford-Burnham Center for Chemical Genomics.
